TRPC4 potent: positive allosteric modulators of TRPC4, primary screen, cell-based, mouse TRPC4beta, HEK293 mu-opioid, Fluo-4 calcium; DAMGO EC20, Fluo-4 Ca2+ flux; hits give high values; B-score at 10 µM; 310,000 compounds, 0.42% hits;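 active means B-score of calcium response area above 5 SD of library B-scores, with initial fluorescence ratio within 5 SD of library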;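 further: B-score of integrated fluorescence ratio over time as area under calcium response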
Target sequence (Q9QUQ5 whole entry, looked up): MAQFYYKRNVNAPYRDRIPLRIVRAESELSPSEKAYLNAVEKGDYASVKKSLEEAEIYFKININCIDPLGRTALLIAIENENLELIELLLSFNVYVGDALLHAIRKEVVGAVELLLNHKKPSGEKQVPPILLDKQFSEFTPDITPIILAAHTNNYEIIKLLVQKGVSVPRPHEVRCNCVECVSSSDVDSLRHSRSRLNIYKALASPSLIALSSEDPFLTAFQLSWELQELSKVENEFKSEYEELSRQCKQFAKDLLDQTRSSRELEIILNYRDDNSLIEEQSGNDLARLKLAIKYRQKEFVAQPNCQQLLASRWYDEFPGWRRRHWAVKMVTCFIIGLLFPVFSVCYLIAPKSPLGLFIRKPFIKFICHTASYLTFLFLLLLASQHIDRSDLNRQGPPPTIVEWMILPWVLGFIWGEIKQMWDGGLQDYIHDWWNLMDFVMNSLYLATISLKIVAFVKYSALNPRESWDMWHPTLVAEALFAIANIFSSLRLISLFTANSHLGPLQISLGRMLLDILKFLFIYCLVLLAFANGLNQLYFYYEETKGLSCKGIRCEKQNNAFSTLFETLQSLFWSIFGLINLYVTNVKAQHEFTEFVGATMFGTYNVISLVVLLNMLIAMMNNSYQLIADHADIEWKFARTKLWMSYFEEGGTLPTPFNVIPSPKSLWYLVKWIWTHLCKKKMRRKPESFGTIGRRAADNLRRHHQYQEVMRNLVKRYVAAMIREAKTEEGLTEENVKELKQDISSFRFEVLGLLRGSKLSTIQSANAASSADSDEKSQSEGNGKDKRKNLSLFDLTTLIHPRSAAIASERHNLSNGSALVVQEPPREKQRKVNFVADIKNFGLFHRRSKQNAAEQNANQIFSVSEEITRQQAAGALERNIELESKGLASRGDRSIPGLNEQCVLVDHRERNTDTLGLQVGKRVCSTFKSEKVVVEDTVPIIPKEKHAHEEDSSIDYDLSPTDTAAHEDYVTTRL
TRPC4 inh: inhibitors of mouse TRPC4 channel, primary screen, Fluo4 calcium, HEK293 TRPC4beta/mu-opioid cells. Short transient receptor potential channel 4 (Mus musculus), Q9QUQ5. DAMGO-evoked Fluo4 calcium flux; hits give low values. B-score at 10 µM. 300,000 compounds, 0.39% hits. AID 2247, 2010;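 active means B-score over 3 SD under the library average, no early fluorescence shift, positive overall ratio signal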
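Assay system: TRPC4beta/mu-opioid receptor HEK293 cell line; compound dosing: single concentration per test compound; detection: Fluo4 Ca2+ flux fluorescence; evaluation: per-well B score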
MrgX1 PAM: positive allosteric modulators of MrgX1, primary screen, HEK293 cells, Fluo-4 calcium flux. Mas-related G-protein coupled receptor member X1 (Homo sapiens), Q96LB2. FDSS; hits give high values. B-score at 10 µM. 310,000 compounds, 0.63% hits;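 active means plate-corrected calcium response at least 3 library SD above typical, normal starting fluorescence, not activating the receptor alone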;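 further: compound read alongside a low EC10 to EC30 dose of BAM8-22 agonist; peak minus trough fluorescence over baseline measured at the second addition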
PolyA inh: polyadenylation inhibitors in yeast reporter cells, primary screen, luminescence, S. cerevisiae | calls only at 12 µM | AID 1875, 2009 | S. cerevisiae SKY197-pL101 polyadenylation reporter, beta-gal luminescence; efflux-impaired pdr1/pdr3 knockout yeast; score 100 = 6 SD above DMSO | 300,000 compounds, 0.02% hits;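 active means lowest replicate activity score at least 50, where 100 means six control SD above control mean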;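 further: yeast exposed to compound for 9 h at 30 °C; higher score means more reporter readthrough which indicates perturbed polyadenylation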
AI-2 QS modul: Vibrio harveyi AI-2 quorum sensing modulators, primary screen, JMH597 strain, luminescence/OD600 ratio. Vibrio harveyi JMH597 AI-2 luminescence/OD600 ratio, 9 h; hits give low values; strain lacks LuxN and CqsS sensors; 0 = neutral-control median. activity change, % at 7.5 µM. 300,000 compounds, 0.4% hits; in the data active means activity change below about -75%, passing the limit was not always enough;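 further: luminescence divided by OD600 gain over 9 h not by final OD600 alone; inactives centre near 13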
TRPC4 act: activators of mouse TRPC4 channel, primary screen, Fluo4 calcium, HEK293 TRPC4beta/mu-opioid cells | Fluo4 calcium fluorescence; hits give high values | B-score at 10 µM | 310,000 compounds, 0.49% hits | AID 2237, 2010;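 active means B-score above 5 SD of library B-scores, and initial fluorescence ratio not above library mean plus 5 SD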;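 further: positive B-score marks a calcium rise read as TRPC4 activation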
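Assay system: HEK293 stable line with TRPC4beta plus mu-opioid receptor. Times: dye 45 min RT, read 110 s. Measured by: kinetic Fluo4 calcium fluorescence. Measure: B score of integrated ratio. Controls: assay buffer as low control, maximal DAMGO as high control.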
HIF act: HIF pathway transcriptional activators, primary screen, cell-based, U2OS HRE-luciferase, luminescence. U2OS HRE-luciferase reporter; normalized: DMSO 0%, desferrioxamine 100%. 300,000 compounds, 0.32% hits. activation, % at 7.5 µM (by protocol). AID 1910, 2009;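 active means mean activation of at least 10% of the iron chelator positive control signal, with at least half of replicates also reaching 10%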
TRPC6 inhibitor: mouse TRPC6 channel inhibitors, primary screen, cell-based, HEK293, membrane potential dye. Short transient receptor potential channel 6 (Mus musculus), Q61143. ACh-evoked depolarization; hits give low values. B-score at 10 µM. 310,000 compounds, 1.1% hits. AID 2553, 2010;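 active means B-score under library mean minus 3 SD, initial fluorescence not abnormally high, positive integrated signal ratio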;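 further: B-score derived from integrated fluorescence ratio over the kinetic read; more negative B-score means stronger inhibition of depolarization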
MrgX1 ag: agonists of human MrgX1 receptor, primary screen, HEK293 cells, Fluo-4 calcium flux; Mas-related G-protein coupled receptor member X1 (Homo sapiens), Q96LB2; Fluo-4 calcium fluorescence, agonist mode; hits give high values; B-score at 10 µM; 310,000 compounds, 0.44% hits; AID 588627, 2011;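 active means calcium response B-score plate-corrected fluorescence ratio at least 3 library SD, with starting fluorescence B-score inside 5 SD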
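Assay system: stable human MrgX1 HEK293 cell line. Quantity: 15,000 cells per well. Schedule: cells plated overnight, dye loaded 0.5 h 37 °C, 0.5 h room temperature. Detection: Fluo-4 NW calcium-flux fluorescence, kinetic read. Read-out basis: peak-minus-minimum fluorescence over baseline, converted to B scores. Control set: positive and negative control wells on each plate.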
TRPC6 act: mouse TRPC6 channel activators, primary screen, cell-based, HEK293, membrane potential dye. Short transient receptor potential channel 6 (Mus musculus), Q61143. HEK293-TRPC6 membrane potential dye fluorescence; hits give high values. B-score at 10 µM. 310,000 compounds, 0.13% hits. AID 2550, 2010;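 active means B-score of the integrated fluorescence ratio above library mean plus 3 SD, and starting fluorescence ratio within library mean plus 5 SD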;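 further: higher score means more depolarization so channel activation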
MrgX1 antag: antagonists of human MrgX1 receptor, primary screen, HEK293 cells, Fluo-4 calcium flux; AID 588676, 2011; BAM8-22 antagonism; hits give low values; B-score at 10 µM; 310,000 compounds, 1.3% hits; Mas-related G-protein coupled receptor member X1 (Homo sapiens), Q96LB2;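 active means calcium-response B-score plate-corrected more than 3 library SD below zero, starting fluorescence within 5 deviations, no agonist response on first addition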;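 further: peak minus trough fluorescence over baseline after final BAM8-22 challenge near maximal dose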
Numbers without * were called inactive; i = inactive; · = no result given. Some of the compounds tested; count on the stated rates, not on these rows.

SMILES	TRPC4 potent	TRPC4 inh	MrgX1 PAM	PolyA inh	AI-2 QS modul	TRPC4 act	HIF act	TRPC6 inhibitor	MrgX1 ag	TRPC6 act	MrgX1 antag
Cc1cc(NC(=O)CN2C(=O)NC3(CCCCC3C)C2=O)no1 (stereo not drawn)	i	i	i	i	24	i	-0.1	i	i	i	i
O=Cc1cccn1-c1c(C(=O)O)cnn1-c1ccccc1	i	i	i	i	16	i	0.0	i	i	i	i
Cc1ccc(/C=N/n2c(COc3ccccc3)n[nH]c2=S)s1	i	i	i	i	24	i	0.2	i	i	i	i
CCOC(=O)c1c(S(=O)(=O)N2CCN(c3ccc(C(C)=O)cc3)CC2)c(C)n(C)c1C	i	i	i	i	24	i	1.0	i	i	i	i
CCOC(=O)c1cnc(SCCc2ccccc2)nc1N	i	i	i	i	8	i	2.8	i	i	i	i
CCc1ccc(/C=C\C(=O)N2CCCC2)cc1	i	i	i	i	-10	i	2.3	i	i	i	i
COc1ccccc1OCCNC(=O)C1CCN(C(C)=O)CC1	i	i	i	i	12	i	0.4	i	i	i	i
COc1ccc(N(CC(=O)NCc2ccc(C)cc2)S(=O)(=O)c2c(C)noc2C)cc1	i	i	i	i	6	i	0.2	i	i	i	i
CCN(CCCNC(=O)c1cn(CC)c2ccc(S(=O)(=O)N(C)C)cc2c1=O)c1cccc(C)c1	i	i	i	i	16	i	-0.6	i	i	i	i
Cc1csc(NC(=O)CSc2nnc(-c3ccccn3)n2-c2ccc(C)c(C)c2)n1	i	i	i	i	10	i	-0.8	i	i	i	i
O=C1N[C@@H](Cc2ccccc2)C(=O)N2[C@H]1C[C@]1(Br)c3ccccc3N(S(=O)(=O)c3ccc(F)cc3)[C@H]21	i	i	i	i	19	i	-1.4	i	i	i	i
COc1ccc(C(=O)NNC(=O)CSc2nnnn2C)cc1	i	i	i	·	6	i	0.1	i	i	i	i
Cc1ccc(-c2nc3ccccc3[nH]2)cc1NC(=O)c1ccco1	i	i	i	i	-1	i	0.6	i	i	i	i
COc1ccc(OC)c(CN2CCC(C(=O)N3CCOCC3)CC2)c1	i	i	i	i	21	i	-0.4	i	i	i	i
CCOc1ccc(N(CC(=O)NC2CCCC2)C(=O)CCC(=O)Nc2nccs2)cc1	i	i	i	i	24	i	-0.4	i	i	i	i
COC(=O)c1c(C(=O)OC)c(-c2ccc(Br)cc2)n2c1CS(=O)C2 (stereo not drawn)	i	i	i	i	-9	i	-0.2	i	i	i	i
COC(=O)CCc1cccc(CCC(=O)OC)c1	i	i	i	i	5	i	-1.5	i	i	i	i
Cn1c(=O)n(C)c2cc([N+](=O)[O-])c(N3CCN(S(=O)(=O)c4ccc(C(C)(C)C)cc4)CC3)cc21	i	i	i	i	17	i	-0.5	i	i	i	i
CCN1CCN(C2=C(NS(=O)(=O)c3ccccc3)C(=O)c3ccccc3C2=O)CC1	i	i	i	i	21	i	-0.5	i	i	i	i
Cc1ccc2oc(C(=O)N(C)Cc3ccon3)c(C)c2c1	i	i	i	i	11	i	5.6	i	i	i	i

An excerpt of these results, with two lines to a compound.
Fields – TRPC4 potent	TRPC4 inh	MrgX1 PAM	PolyA inh	AI-2 QS modul	TRPC4 act	HIF act	TRPC6 inhibitor	MrgX1 ag	TRPC6 act	MrgX1 antag
- O=Cc1cccn1-c1c(C(=O)O)cnn1-c1ccccc1
  i	i	i	i	16	i	0.0	i	i	i	i
- Cc1ccc(/C=N/n2c(COc3ccccc3)n[nH]c2=S)s1
  i	i	i	i	24	i	0.2	i	i	i	i
- CCOC(=O)c1c(S(=O)(=O)N2CCN(c3ccc(C(C)=O)cc3)CC2)c(C)n(C)c1C
  i	i	i	i	24	i	1.0	i	i	i	i

(cont.)
SMILES	TRPC4 potent	TRPC4 inh	MrgX1 PAM	PolyA inh	AI-2 QS modul	TRPC4 act	HIF act	TRPC6 inhibitor	MrgX1 ag	TRPC6 act	MrgX1 antag
O=C(O/N=C1\CCCCC1c1ccc([N+](=O)[O-])cc1[N+](=O)[O-])c1c(F)cccc1F (stereo not drawn)	i	i	i	i	-4	i	-0.3	i	i	i	i
CN(CC(=O)NC(=O)NCc1ccco1)CC(=O)Nc1ccccc1Cl	i	i	i	i	29	i	0.0	i	i	i	i
COc1ccc2c(C(F)(F)F)cc(=O)oc2c1C	i	i	i	i	8	i	-1.0	i	i	i	i
Cc1c(CCO)sc[n+]1CC(=O)OC12CC3CC(CC(C3)C1)C2	i	i	i	i	7	i	0.5	i	i	i	i
O=C1C2CCCN2C(=O)N1CCCN1CCN(c2ccc([N+](=O)[O-])cc2)CC1 (stereo not drawn)	i	i	i	·	9	i	0.8	i	i	i	i
Cc1ccc(-c2nc3ccccc3n3nnnc23)cc1	i	i	·	i	13	i	1.8	i	·	i	·
CCOC(=O)C1=C(C)NC2=C(C(=O)c3ccccc32)C1c1cccc2ccccc12 (stereo not drawn)	i	i	i	i	36	i	0.0	i	i	i	i
CC(Sc1nnc(CN2CCCC2)n1Cc1ccccc1)C(=O)Nc1ccc(F)cc1 (stereo not drawn)	i	i	i	i	10	i	-0.5	i	i	i	i
CCOCCSc1nc2c(c(-c3cccs3)c1C#N)CC/C2=C/c1cccs1	i	i	i	i	14	i	0.7	i	i	i	i
Cc1[nH]c2ccccc2c1C(=O)C(=O)N1CC(C)OC(C)C1 (stereo not drawn)	i	i	i	i	4	i	0.1	i	i	i	i
COc1cccc(S(=O)(=O)NCc2ccc(C(=O)NCc3ccccn3)cc2)c1	i	i	i	i	14	i	0.2	i	i	i	i
CC(=O)c1c(C)[nH]c(C(=O)CSc2nnc(-c3ccco3)o2)c1C	i	i	i	i	6	i	0.2	i	i	i	i
CCOc1ccc(C(=O)Nc2nnc(S(=O)(=O)N3CCCCC3)s2)cc1	i	i	i	i	15	i	-0.5	i	i	i	i
CCOc1ccc(NCC2CCOC(C)(C)C2)cc1 (stereo not drawn)	i	i	i	i	6	i	0.4	i	i	i	i
Cc1ccc2c(-c3ccc([N+](=O)[O-])cc3)cc(=O)[nH]c2c1	i	i	i	i	-2	i	1.2	i	i	i	i
Cc1cc2c(SCC(=O)NCC3CCCO3)ncnc2s1 (stereo not drawn)	i	i	·	i	6	i	-0.4	i	·	i	·
COC(=O)c1sccc1NC(=O)Cn1cnc2c1c(=O)n(C)c(=O)n2C	i	i	i	i	11	i	-0.2	i	i	i	i
O=C(NCc1ccccc1)c1onc(CSc2ccccn2)c1C(=O)NCc1ccccc1	i	i	i	i	4	i	1.3	i	i	i	i
COc1ccc(NC(=O)NS(=O)(=O)c2ccc(C)cc2)cn1	i	i	i	i	1	i	-24	i	i	i	i
COc1ccc(NC(=O)CCN2C(=O)C3C4C=CC(C4)C3C2=O)cc1 (stereo not drawn)	i	i	i	i	8	i	-0.1	i	i	i	i
COc1ccc(Nc2n[nH]c(N)c2C(N)=O)cc1	i	i	i	i	24	i	0.3	i	i	i	i
O=C(CNc1cccc2ccccc12)N/N=C/c1ccc([N+](=O)[O-])cc1	i	i	i	·	32	i	0.0	i	i	i	i
Cc1cccc(-c2noc(-c3ccccc3C(=O)NCc3ccco3)n2)c1	i	i	i	i	11	i	3.7	i	i	i	i
C=CCc1ccc(OCC(O)CN2CCN(Cc3ccccc3)CC2)c(OC)c1 (stereo not drawn)	i	i	i	i	-14	i	-0.1	i	i	i	i
CCN(CCCNC(=O)C1CCC(=O)N1Cc1ccc(F)cc1)c1cccc(C)c1 (stereo not drawn)	i	i	i	i	17	i	-0.7	i	i	i	i
CCN1CCCC1CNCc1ccccc1OCc1ccc(F)cc1 (stereo not drawn)	i	i	i	i	15	i	-0.6	i	i	i	i
CCCCn1c(N)c(N(CCOC)C(=O)c2ccc3c(c2)OCCO3)c(=O)[nH]c1=O	i	i	i	i	14	i	0.2	i	i	i	i
COc1ccccc1N1CCN(C(=O)c2ccccc2Oc2ccccc2)CC1	i	i	i	i	-5	i	-0.2	i	i	i	i
O=C(c1cc(COc2ccc(F)cc2F)on1)N1CC2C[C@@H]3CC1C[C@H](C2)C3	i	i	i	i	-54	i	3.9	i	i	i	i
CN(Cc1cccs1)C(=O)CNC(=O)c1ccco1	i	i	i	i	1	i	0.8	i	i	i	i
Cc1ccc(C(=O)/C=C/Nc2cccc(O)c2)cc1	i	i	i	i	18	i	0.5	i	i	i	i
CC(C)(C)CC(=O)Nc1nnc(SCC(=O)NCc2cccs2)s1	i	i	i	i	8	i	-0.3	i	i	i	i
CC(C)(C)c1nc(SCC(=O)Nc2ccc3c(c2)OCCO3)c2ccccc2n1	i	i	i	i	-2	i	0.2	i	i	i	i
CC(C)C(C(=O)NCc1ccco1)N(C(=O)CNS(=O)(=O)c1ccccc1)c1ccccc1 (stereo not drawn)	i	i	i	i	20	i	0.2	i	i	i	i
COc1cc2nc(SCc3ccc(Cl)cc3Cl)n(Cc3cccs3)c(=N)c2cc1OC	i	i	i	i	7	i	-0.2	i	i	i	i
COc1ccc2c(CC(=O)Nc3ccccc3N3CCOCC3)coc2c1	i	i	i	i	28	i	0.2	i	i	i	i
Cc1ccc2nc3n(c(=O)c2c1)CCC3	i	i	i	i	16	i	·	i	i	i	i
Cc1cc(C(=O)CCC(=O)NCC2COc3ccccc3O2)c(C)s1 (stereo not drawn)	i	i	i	i	6	i	0.1	i	i	i	i
O=C(Nc1ccc(-c2ccc([N+](=O)[O-])cc2)cc1)c1ccccc1F	i	i	i	i	25	i	0.6	i	i	i	i
O=C(CN1CCN(Cc2ccc(F)cc2Cl)C1=O)NCCc1ccccc1	i	i	i	i	-5	i	0.1	i	i	i	i

Screening data (PubChem)
